High-throughput results from PubChem BioAssay.
HSF1 activator – HSF-1 activators, primary screen, NIH3T3-HGL cells, MG132 stress, luminescence, single point | actives 1.7% (n = 300,000) | activation, % at 9 µM | NIH3T3-HGL HSF-1 luciferase reporter, 8 h; 100% = twice DMSO control signal | AID 504408, 2011;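 active means mean replicate activation of at least 50% with a set share of replicates each reaching 50%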;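 further: 0% = median of the neutral control wells and 100% = twice that signal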
HSP90 inh – HSP90 inhibitors, primary screen, cell lysate, luminescence. Heat shock protein HSP 90 (rabbit reticulocyte lysate; luciferase refolding). Rabbit reticulocyte lysate, luciferase refolding luminescence, 3 h. inhibition, % at 5.6 µM. actives 0.91% (n = 290,000). AID 1789, 2009;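 active means inhibition above the screen-wide mean plus 3 SD, computed separately per campaign, cut at about 16% in these data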;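 further: 0% = DMSO wells and 100% = 60 µM geldanamycin wells; inhibitors lower the luminescence because luciferase stays unfolded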
PolyA inh – polyadenylation inhibitors in yeast reporter cells, primary screen, luminescence, S. cerevisiae. S. cerevisiae SKY197-pL101 polyadenylation reporter, beta-gal luminescence; efflux-impaired pdr1/pdr3 knockout yeast; score 100 = 6 SD above DMSO. calls only at 12 µM. actives 0.02% (n = 300,000). AID 1875, 2009;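 active means lowest replicate activity score at least 50, where 100 means six control SD above control mean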;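 further: yeast exposed to compound for 9 h at 30 °C; higher score means more reporter readthrough which indicates perturbed polyadenylation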
IEC-6 tox – cytotoxicity in IEC-6 intestinal epithelial cells, primary screen, cytotoxicity control for KLF5 inhibitor project, cell-based, luminescence. IEC-6 cytotoxicity, luminescence viability. inhibition, % at 5 µM. AID 1825, 2009. actives 0.78% (n = 290,000); in the data active means inhibition above about 22%;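 further: 0% = plate median of test compound wells and 100% = cytotoxic reference compound wells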
AI-2 QS modul – Vibrio harveyi AI-2 quorum sensing modulators, primary screen, JMH597 strain, luminescence/OD600 ratio; Vibrio harveyi JMH597 AI-2 luminescence/OD600 ratio, 9 h; hits give low values; strain lacks LuxN and CqsS sensors; 0 = neutral-control median; activity change, % at 7.5 µM; actives 0.4% (n = 300,000); AID 2094, 2009; in the data active means activity change below about -75%, passing the limit was not always enough;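 further: luminescence divided by OD600 gain over 9 h not by final OD600 alone; inactives centre near 13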
GSK3 alpha inh – blockers of GSK3A enzyme activity – biochemical, luminescence, cell-free homogeneous, HTS, primary screen. Glycogen synthase kinase-3 alpha (Homo sapiens), P49840. GSK-3 alpha kinase, ADP-Glo luminescence, 60 min. inhibition, % at 10 µM. actives 0.1% (n = 320,000). AID 2650, 2010;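 in the data active means inhibition above about 50%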;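 further: GST-tagged GSK-3 alpha with peptide substrate and 25 µM ATP; 0% = DMSO neutral wells and 100% = GW8510 positive control wells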
Target sequence (P49840 whole entry, looked up): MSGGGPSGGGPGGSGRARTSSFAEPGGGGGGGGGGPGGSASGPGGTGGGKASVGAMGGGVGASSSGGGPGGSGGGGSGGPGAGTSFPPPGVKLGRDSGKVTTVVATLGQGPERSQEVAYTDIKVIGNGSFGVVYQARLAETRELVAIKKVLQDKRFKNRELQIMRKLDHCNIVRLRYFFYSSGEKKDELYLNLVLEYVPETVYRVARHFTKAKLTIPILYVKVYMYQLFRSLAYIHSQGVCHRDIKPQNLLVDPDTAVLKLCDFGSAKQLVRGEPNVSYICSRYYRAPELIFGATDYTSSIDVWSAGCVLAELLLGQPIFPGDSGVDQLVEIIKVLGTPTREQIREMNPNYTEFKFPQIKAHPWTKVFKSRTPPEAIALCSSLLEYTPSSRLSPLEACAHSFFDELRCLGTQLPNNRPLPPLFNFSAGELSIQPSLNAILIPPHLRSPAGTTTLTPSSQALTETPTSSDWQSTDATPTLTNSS
GSK3beta inhib – human GSK3beta kinase inhibitors, primary screen, biochemical, cell-free homogeneous, HTS | Glycogen synthase kinase-3 beta (Homo sapiens), P49841 | GST-GSK3beta kinase, ADP-Glo luminescence, 60 min; hits give low values | activity score (negative = inhibition), % at 10 µM | actives 0.038% (n = 300,000) | AID 2097, 2009;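 active means more than half of replicate wells score below -50%, meaning over 50% inhibition versus plate controls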;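 further: 0% = median DMSO wells and -100% = median GW8510 positive control wells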
Target sequence (P49841 whole entry, looked up): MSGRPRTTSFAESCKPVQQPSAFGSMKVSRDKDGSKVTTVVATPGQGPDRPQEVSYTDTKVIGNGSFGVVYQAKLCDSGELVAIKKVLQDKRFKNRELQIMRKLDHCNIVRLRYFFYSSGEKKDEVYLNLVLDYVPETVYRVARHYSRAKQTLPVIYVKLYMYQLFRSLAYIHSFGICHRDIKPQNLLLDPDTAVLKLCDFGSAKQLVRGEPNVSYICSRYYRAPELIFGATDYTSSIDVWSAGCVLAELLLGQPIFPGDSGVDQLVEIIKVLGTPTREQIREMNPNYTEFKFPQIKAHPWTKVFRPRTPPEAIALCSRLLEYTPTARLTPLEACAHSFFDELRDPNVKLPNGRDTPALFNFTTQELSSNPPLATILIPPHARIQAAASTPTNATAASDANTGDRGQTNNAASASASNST
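Assay system: GST-tagged human GSK3beta kinase, cell-free; Input: 1.6 ng GSK3beta; Medium: Tris/MgCl2 kinase buffer; Timing: 60 min enzyme reaction, room temperature; Signal: ADP-Glo luminescence quantifying ADP generated by kinase; Evaluation: score relative to plate controls; Benchmarks: DMSO neutral wells and GW8510 at 20 µM as positive.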
HSF1 inh – HSF1 inhibitors in luciferase reporter cells, primary screen, cell-based, NIH3T3, luminescence. NIH3T3-HGL HSE-luciferase, MG132-induced, luminescence 8 h; hits give low values. activity change, negative = inhibition, % at 7.5 µM (by protocol). actives 0.77% (n = 300,000);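 active means more than half of replicate wells show activity change below -50%, luminescence cut by over half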;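 further: luciferase reports HSF-1 transcriptional activity via heat shock element; 0% = median of DMSO wells and -100% = zero luminescence signal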
KLF5 inh – KLF5 expression inhibitors, primary screen, DLD-1 cells, luminescence; DLD-1 KLF5 promoter-luciferase reporter; inhibition, % at 5 µM; actives 0.23% (n = 290,000); AID 1700, 2009;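 active means inhibition above a per-plate limit of that plate's mean compound inhibition plus 3 SD, cut at about 60% in these data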;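 further: 0% = DMSO wells and 100% = LY294002 at 200 µM; higher means less KLF5 promoter-driven luciferase light; inactives centre near -14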
aSyn 5UTR inh – MLPCN primary screen, SNCA 5' untranslated region; alpha-synuclein 5'UTR reporter, inhibitor activity; inhibition, % (tested at 7.5 µM); actives 0.82% (n = 300,000); AID 1813, 2009; in the data active means inhibition above about 60%;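 further: H4 neuroglioblastoma cells stably carrying SNCA 5'UTR luciferase fusion; 0% = DMSO wells and 100% = positive control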
* hit, by the source's call. These rows are one share of the data; the hit share may differ from the screen's.

`CCN(c1ccccc1)S(=O)(=O)c1ccc2c(c1)N(C(C)=O)CCO2` gave HSF1 activator 12, HSP90 inh 1, PolyA inh inactive, IEC-6 tox -5, AI-2 QS modul 8, GSK3 alpha inh -2, GSK3beta inhib -1, HSF1 inh 2, KLF5 inh 10 and aSyn 5UTR inh 7.
Screening CCOc1cc(C(=O)OCC(=O)Nc2cc(C)on2)cc(OCC)c1OCC returned HSF1 activator 18, HSP90 inh 4, PolyA inh inactive, IEC-6 tox 1, AI-2 QS modul 21, GSK3beta inhib -1, HSF1 inh -5, KLF5 inh 4 and aSyn 5UTR inh 12.
CC1=NN(c2ccc(C(=O)OC(C)C)cc2)C(=O)/C1=C\C=C\c1ccco1 was read as HSF1 activator -12, HSP90 inh 3, PolyA inh inactive, IEC-6 tox 3, AI-2 QS modul -2, GSK3 alpha inh 2, GSK3beta inhib 0, HSF1 inh -2, KLF5 inh 9 and aSyn 5UTR inh 11.
Screening CCCCNC(=O)CCC(=O)Nc1ncc(-c2ccc(C)cc2)n1C returned HSF1 activator 10, HSP90 inh 0, PolyA inh inactive, IEC-6 tox 0, AI-2 QS modul 32, GSK3 alpha inh -1, GSK3beta inhib 2, HSF1 inh -2, KLF5 inh -9 and aSyn 5UTR inh 14.
`C=CCn1c(SCC(N)=O)nc2sc3c(c2c1=O)CCC3` gave HSF1 activator -1, HSP90 inh 1, PolyA inh inactive, IEC-6 tox 10, AI-2 QS modul 13, GSK3 alpha inh 0, GSK3beta inhib 0, HSF1 inh -5, KLF5 inh 1 and aSyn 5UTR inh 0.
Cc1nc(SCc2ccc(C(=O)O)cc2)c2c(C)c(C)sc2n1 was read as HSF1 activator 1, HSP90 inh -9, PolyA inh inactive, IEC-6 tox -1, AI-2 QS modul 6, GSK3 alpha inh -1, GSK3beta inhib -2, HSF1 inh -5, KLF5 inh -16 and aSyn 5UTR inh -1.
For CCOC(=O)c1c(NC(=O)c2cccnc2Cl)sc(C(=O)N(C)C)c1C the results were HSF1 activator 0, HSP90 inh -3, PolyA inh inactive, IEC-6 tox -7, AI-2 QS modul 18, GSK3 alpha inh -2, GSK3beta inhib 0, HSF1 inh -8, KLF5 inh -10 and aSyn 5UTR inh 12.
Screening Cc1ccc(OCC(=O)Nc2sc3c(c2C#N)CCC3)cc1C returned HSF1 activator 23, HSP90 inh -1, PolyA inh inactive, IEC-6 tox 2, AI-2 QS modul 36, GSK3 alpha inh 1, GSK3beta inhib 3, HSF1 inh 13, KLF5 inh -15 and aSyn 5UTR inh -60.
`CCC1=NN2C(=N)/C(=C/c3c(C)nn(-c4ccccc4)c3Cl)C(=O)N=C2S1` gave HSF1 activator -4, HSP90 inh -8, PolyA inh inactive, IEC-6 tox -6, AI-2 QS modul 13, GSK3 alpha inh 6, GSK3beta inhib 5, HSF1 inh 1, KLF5 inh -8 and aSyn 5UTR inh -6.
COc1ccc(CCN(C)CCc2ccc(OC)c(OC)c2)cc1OC was read as HSF1 activator -3, PolyA inh inactive, AI-2 QS modul 23, GSK3 alpha inh -4, GSK3beta inhib 1, HSF1 inh -2 and aSyn 5UTR inh -15.
`COc1cc(C=O)ccc1OS(=O)(=O)c1ccc(NC(C)=O)cc1` gave HSF1 activator 14, HSP90 inh 0, IEC-6 tox 0, AI-2 QS modul 7, GSK3 alpha inh -1, GSK3beta inhib -3, HSF1 inh 2, KLF5 inh -20 and aSyn 5UTR inh -19.
`COc1ccc(-c2nc(CSCC(=O)N3CCN(C)CC3)c(C)o2)cc1OC` gave HSF1 activator 9, HSP90 inh 1, PolyA inh inactive, IEC-6 tox -3, AI-2 QS modul 8, GSK3beta inhib -2, HSF1 inh 0, KLF5 inh -48 and aSyn 5UTR inh -15.
Screening CC(=O)C1C(c2ccc([N+](=O)[O-])cc2)C2C(C)=NN=C2CC1(C)O (stereo unspecified) returned HSF1 activator 8, HSP90 inh 5, PolyA inh inactive, IEC-6 tox -3, AI-2 QS modul 13, GSK3 alpha inh -2, GSK3beta inhib -1, HSF1 inh -2, KLF5 inh 0 and aSyn 5UTR inh -6.
`CC(=O)C1=C(O)C(=O)N(c2ccccn2)C1c1ccccc1[N+](=O)[O-]` (stereo unspecified) gave HSF1 activator 2, HSP90 inh 5, PolyA inh inactive, IEC-6 tox 1, AI-2 QS modul -7, GSK3 alpha inh -2, GSK3beta inhib -25, HSF1 inh 8, KLF5 inh -29 and aSyn 5UTR inh 7.
CCOc1ccc(NC(=S)NC(C)CCc2ccccc2)cc1 (stereo unspecified) was read as HSF1 activator 11, HSP90 inh -3, PolyA inh inactive, IEC-6 tox -2, AI-2 QS modul 24, GSK3 alpha inh -1, GSK3beta inhib 1, HSF1 inh 2, KLF5 inh 6 and aSyn 5UTR inh -6.
For CCC1(CC)NC(=O)N(CC(=O)OCC(=O)Nc2sccc2C#N)C1=O the results were HSF1 activator 43, HSP90 inh 0, PolyA inh inactive, IEC-6 tox -1, AI-2 QS modul 0, GSK3 alpha inh 6, GSK3beta inhib -27, HSF1 inh -1, KLF5 inh -12 and aSyn 5UTR inh -21.
Screening O=S(=O)(Nc1ccon1)c1ccc(F)c(F)c1 returned HSF1 activator -11, HSP90 inh 0, PolyA inh inactive, IEC-6 tox 4, AI-2 QS modul -4, GSK3 alpha inh 2, GSK3beta inhib 1, HSF1 inh -4, KLF5 inh -15 and aSyn 5UTR inh 3.
Screening Cc1c(N/C=C/C(=O)c2cccs2)c(=O)n(-c2ccccc2)n1C returned HSF1 activator 9, HSP90 inh 2, PolyA inh inactive, IEC-6 tox 5, AI-2 QS modul 4, GSK3 alpha inh -1, GSK3beta inhib 0, HSF1 inh 4, KLF5 inh -2 and aSyn 5UTR inh -9.
`CCOC(=O)CSc1nc2c(c(=O)n(Cc3ccccc3Cl)c(=O)n2C)n1C` gave HSF1 activator -5, HSP90 inh 2, PolyA inh inactive, IEC-6 tox -2, GSK3 alpha inh -1, HSF1 inh -3, KLF5 inh -3 and aSyn 5UTR inh 0.
`Cc1ccc(C(=O)Nc2cc(Cl)ccc2-n2cncn2)o1` gave HSF1 activator 5, PolyA inh inactive, AI-2 QS modul 35, GSK3beta inhib -5, HSF1 inh 2 and aSyn 5UTR inh 22.
`Cc1ccccc1-c1nnc(NC(=O)c2ccc(N3C(=O)CCC3=O)cc2)s1` gave HSF1 activator 24, HSP90 inh 1, PolyA inh inactive, IEC-6 tox 1, AI-2 QS modul 21, GSK3 alpha inh 0, GSK3beta inhib 2, HSF1 inh 6, KLF5 inh -19 and aSyn 5UTR inh -17.
O=C(NC1CC2CCCC(C1)N2C(=O)NCc1ccccc1)C1CC1 (stereo unspecified) was read as HSF1 activator 1, HSP90 inh 4, PolyA inh inactive, IEC-6 tox 0, AI-2 QS modul 15, GSK3 alpha inh 0, GSK3beta inhib 5, HSF1 inh -3, KLF5 inh -41 and aSyn 5UTR inh -9.
Screening O=C(Cc1ccccc1)Nc1ccnn1C1CCN(Cc2nccs2)CC1 returned HSF1 activator 12, HSP90 inh -6, PolyA inh inactive, IEC-6 tox -4, AI-2 QS modul 6, GSK3 alpha inh -1, GSK3beta inhib 0, HSF1 inh -3, KLF5 inh -15 and aSyn 5UTR inh -20.
`Cc1noc(C)c1S(=O)(=O)Nc1ccc(C(=O)N2CCN(c3ccc(F)cc3)CC2)cc1` gave HSF1 activator -10, HSP90 inh 3, PolyA inh inactive, IEC-6 tox 8, AI-2 QS modul 15, GSK3 alpha inh 0, GSK3beta inhib -3, HSF1 inh -2, KLF5 inh 21 and aSyn 5UTR inh -13.
For Cc1cc(NC(=O)C(C)C)n(-c2nc3ccccc3s2)n1 the results were HSF1 activator -7, HSP90 inh 6, PolyA inh inactive, IEC-6 tox 8, AI-2 QS modul 37, GSK3 alpha inh -1, GSK3beta inhib 2, HSF1 inh 0, KLF5 inh -71 and aSyn 5UTR inh -78.
Screening O=C1C2C3C=CC(C3)C2C(=O)N1c1ccc(-c2nc3ccccc3o2)cc1 (stereo unspecified) returned HSF1 activator -8, HSP90 inh -5, PolyA inh inactive, IEC-6 tox 2, AI-2 QS modul 6, GSK3 alpha inh 1, GSK3beta inhib -3, HSF1 inh -16, KLF5 inh -29 and aSyn 5UTR inh -152.
For O=CNc1ccc(OC(=O)c2cncc(Br)c2)cc1 the results were HSF1 activator 8, HSP90 inh 2, PolyA inh inactive, IEC-6 tox -4, AI-2 QS modul 3, GSK3 alpha inh 0, GSK3beta inhib 1, HSF1 inh -11, KLF5 inh 4 and aSyn 5UTR inh 19.
Cc1nc2ccccc2c(=O)n1/N=C/c1ccc(O)cc1 was read as HSF1 activator 3, HSP90 inh -1, PolyA inh inactive, IEC-6 tox -1, AI-2 QS modul -2, GSK3 alpha inh -3, GSK3beta inhib -1, HSF1 inh -11, KLF5 inh -16 and aSyn 5UTR inh 7.
For O=C(COc1ccc(-c2ccccc2)cc1)NNC(=O)Nc1ccc(F)cc1F the results were HSF1 activator -7, HSP90 inh -3, PolyA inh inactive, IEC-6 tox 4, AI-2 QS modul 38, GSK3 alpha inh -3, GSK3beta inhib 2, HSF1 inh -2, KLF5 inh -24 and aSyn 5UTR inh -7.
CCOc1ccc(NC2CCCCC2NS(=O)(=O)c2ccccc2)cc1 (stereo unspecified) was read as HSF1 activator -4, HSP90 inh -7, PolyA inh inactive, IEC-6 tox 0, AI-2 QS modul -2, GSK3 alpha inh 0, GSK3beta inhib 0, HSF1 inh -3, KLF5 inh -2 and aSyn 5UTR inh 8.
`CCOC(=O)N1CCN(c2c(NCCCN3CCCC(C)C3)c(=O)c2=O)CC1` (stereo unspecified) gave HSF1 activator -2, HSP90 inh 1, PolyA inh inactive, IEC-6 tox 9, AI-2 QS modul 5, GSK3 alpha inh -2, GSK3beta inhib -1, HSF1 inh -3, KLF5 inh 17 and aSyn 5UTR inh -6.
Cc1ccc(NC(CC(=O)c2ccccc2)c2ccc(F)cc2)cc1 (stereo unspecified) was read as HSF1 activator 1, HSP90 inh 1, PolyA inh inactive, IEC-6 tox -2, AI-2 QS modul 10, GSK3 alpha inh -5, GSK3beta inhib 5, HSF1 inh 4, KLF5 inh -12 and aSyn 5UTR inh -39.
